PERK inhibitor = blocks human PERK kinase. CHO PERK-DD fusion, SEAP luminescence translation reporter. inhibition, % at 5.6 µM. 0.17% of 220,000 active;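 active = inhibition above the mean inhibition of all tested compounds plus 3 SD, set separately per screening campaign, cut at about 2.9% in these data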;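 also: PERK kinase domain activated by AP20187 dimerizer at 100 nM; 0% = DMSO with dimerizer and 100% = rapamycin at 8.4 µM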
p97 ATPase inh = inhibitors of human p97 ATPase | 0.42% of 220,000 active | inhibition, % at 8 µM | P55072 | recombinant p97 ATPase, Kinase-Glo ATP luminescence, 3 h; in the data active = inhibition above about 15%;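 also: 0% = DMSO vehicle and 100% = wells lacking enzyme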
thrombin 1536 = thrombin (human) inhibition. inhibition, % at 5 µM. 0.26% of 220,000 active. alpha-thrombin, Boc-VPR-AMC fluorogenic substrate cleavage;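 active = inhibition at or above 40%; inactive = inhibition below 40%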;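 also: 0% = enzyme with no compound and 100% = wells without enzyme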
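Test system: human alpha-thrombin protein / Dosing: one concentration per compound, 5 µM, with 0.2% DMSO / Medium: pH 7.5 Tris-saline with Tween 20 / Benchmarks: no-compound enzyme wells and no-enzyme blanks / Read-out basis: percent inhibition of thrombin substrate cleavage / Timing: reaction at room temperature / Measured by: fluorescence, ex 355 nm, em 460 nm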
KLK5 inh = inhibitors of human kallikrein 5; AID 873; recombinant hK5, fluorogenic AMC substrate cleavage; inhibition, % at 5 µM; 0.59% of 210,000 active; Q9Y337;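 active = inhibition of 40% or more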;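 also: 0% = enzyme controls without compound and 100% = no-enzyme blanks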
Target sequence (Q9Y337 67-293 limits assumed): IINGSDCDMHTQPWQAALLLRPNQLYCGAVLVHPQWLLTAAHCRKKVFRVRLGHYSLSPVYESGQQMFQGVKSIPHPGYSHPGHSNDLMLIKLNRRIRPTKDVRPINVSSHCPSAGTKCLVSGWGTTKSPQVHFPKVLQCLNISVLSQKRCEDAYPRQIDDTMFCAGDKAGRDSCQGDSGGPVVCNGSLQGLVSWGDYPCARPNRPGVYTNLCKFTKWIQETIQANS
FXIIa inh 1536 = blocks human coagulation factor XIIa protease activity | purified FXIIa, Boc-QGR-AMC fluorogenic substrate, 2 h | inhibition, % at 5 µM | 0.3% of 220,000 active | AID 800; in the data active = inhibition above about 40%;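 also: 0% = enzyme with no compound and 100% = blank without enzyme; many of its hits are not listed in these tables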
Wee1 stabilizer = blocks degradation of human Wee1 kinase; AID 1321; 1.2% of 220,000 active; HeLa Luc-Wee1K328M stability, luciferase luminescence; 100% = proteasome inhibitor MG132 effect; reporter increase, % at 5 µM; P30291;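 active = activation above the mean of all tested compounds plus 3 SD, set per screening run, cut at about 8.8% in these data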;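 also: cells exposed to compound for 20 h before luminescence read; 0% = DMSO alone and 100% = MG132 at 30 µM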
Target sequence (P30291 whole entry K328M): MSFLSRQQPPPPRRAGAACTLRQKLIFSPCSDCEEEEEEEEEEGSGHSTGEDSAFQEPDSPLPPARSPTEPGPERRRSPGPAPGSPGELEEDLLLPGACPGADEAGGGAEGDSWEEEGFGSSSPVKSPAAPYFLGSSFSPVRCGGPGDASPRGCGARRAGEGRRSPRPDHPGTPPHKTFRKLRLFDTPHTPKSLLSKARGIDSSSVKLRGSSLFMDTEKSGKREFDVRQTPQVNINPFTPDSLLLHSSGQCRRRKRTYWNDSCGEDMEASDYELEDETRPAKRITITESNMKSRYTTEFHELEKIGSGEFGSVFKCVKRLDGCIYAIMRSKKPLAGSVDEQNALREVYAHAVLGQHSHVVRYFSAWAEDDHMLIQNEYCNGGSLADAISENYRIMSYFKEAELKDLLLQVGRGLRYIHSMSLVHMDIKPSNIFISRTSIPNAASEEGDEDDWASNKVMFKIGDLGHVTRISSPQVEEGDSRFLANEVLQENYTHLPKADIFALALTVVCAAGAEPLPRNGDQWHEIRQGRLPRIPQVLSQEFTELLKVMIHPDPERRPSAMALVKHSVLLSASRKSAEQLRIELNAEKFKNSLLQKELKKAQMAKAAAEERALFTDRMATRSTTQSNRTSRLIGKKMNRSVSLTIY
Cl transport mod = KCC2 (human) Cl- transport modulation; AID 1456; B-score of Tl+ flux slope (higher = more flux/activation; lower = inhibition) at 10 µM; KCC2 cells, thallium flux FluoZin-2 fluorescence; 2.2% of 190,000 active; Q9H2X9;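 active = thallium flux slope and its plate-corrected score both differing from the plate sample mean at a set confidence after two filtering rounds, in either direction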;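 also: slope of fluorescence scaled to starting intensity during 10 to 20 s after thallium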
Furin inhibitor = blocks human furin protease activity; 0.061% of 220,000 active; AID 463115; inhibition, % at 30 µM; purified furin, fluorogenic substrate cleavage; in the data active = inhibition above about 25%; also: inactives centre near -15
FXIa inh = blocks human coagulation factor XIa protease activity | P03951 | inhibition, % at 5 µM | 0.14% of 220,000 active | purified FXIa, Boc-Glu-Ala-Arg-AMC fluorogenic substrate;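 active = inhibition of at least 40%; inactive = inhibition below 40%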;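 also: fluorescence of freed AMC excited at 355 nm; 0% = enzyme without compound and 100% = no enzyme blank; many of its hits are not listed in these tables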
* hit, by the source's call; [ ] = dose if it differs, or a comment. Random draw from the library. About 4.4% of those tested had a hit in this group.

Screening Cc1nnsc1Sc1ccccn1 returned PERK inhibitor 0.3, p97 ATPase inh -1.3, thrombin 1536 -6.7, KLK5 inh 2.3, FXIIa inh 1536 4.2, Wee1 stabilizer -1.4, Cl transport mod -0.236, Furin inhibitor -13.8 and FXIa inh 0.0.
COC(=O)c1sc(C(C)(C)C)cc1CSc1ccccc1 was read as PERK inhibitor 0.0, p97 ATPase inh -4.6, thrombin 1536 -8.9, KLK5 inh -8.3, FXIIa inh 1536 0.1, Wee1 stabilizer 1.7, Cl transport mod -0.903, Furin inhibitor -7.1 and FXIa inh -7.0.
Cc1cc(Cl)ccc1Oc1nc(-c2ccccc2)ncc1S(C)(=O)=O was read as PERK inhibitor 0.3, p97 ATPase inh -0.7, thrombin 1536 -2.1, KLK5 inh -2.2, FXIIa inh 1536 6.2, Wee1 stabilizer -1.8, Cl transport mod -0.229, Furin inhibitor -22.0[20 µM] and FXIa inh -4.9.
For CN1N=C(c2ccc(Cl)cc2)CC(c2ccc(Cl)cc2)C1=O (stereo unspecified) the results were PERK inhibitor 1.2, p97 ATPase inh 2.1, thrombin 1536 3.5, KLK5 inh 3.4, FXIIa inh 1536 10.9, Wee1 stabilizer -3.9, Cl transport mod -2.03, Furin inhibitor -19.7 and FXIa inh 0.3.
`COc1ccc(S(N)(=O)=O)cc1C(=O)NCCCN1CCN(c2ccc(C)cc2)CC1` gave PERK inhibitor 0.6, p97 ATPase inh -3.4, thrombin 1536 -0.9, KLK5 inh -26.1, FXIIa inh 1536 7.8, Wee1 stabilizer -2.7, Cl transport mod -0.398, Furin inhibitor -8.6[20 µM] and FXIa inh 0.3.
For Cc1ccc(C(=O)N2CCc3ccccc32)cc1 the results were PERK inhibitor 0.3, p97 ATPase inh -3.8, thrombin 1536 -0.4, KLK5 inh 3.4, FXIIa inh 1536 10.8, Wee1 stabilizer -0.5, Cl transport mod -0.987, Furin inhibitor -21.9[20 µM] and FXIa inh 5.0.
Screening O=C(c1cc(COc2ccc(F)cc2Cl)on1)N1CCCC(OCc2cccnc2)C1 (stereo unspecified) returned PERK inhibitor 0.3, p97 ATPase inh -1.6, thrombin 1536 -3.6, FXIIa inh 1536 6.3, Wee1 stabilizer -1.9, Furin inhibitor -23.3 and FXIa inh -2.8.
Screening CCOC(=O)c1cccc(NC(=O)COC)c1 returned PERK inhibitor 1.2, p97 ATPase inh 1.1, thrombin 1536 -4.7, KLK5 inh 0.0, FXIIa inh 1536 6.5, Wee1 stabilizer -1.7, Furin inhibitor -21.2[20 µM] and FXIa inh 6.0.
Screening CCCOc1ccc(/C=N\NC(=O)CCc2n[nH]c(=O)[nH]c2=O)cc1OC returned PERK inhibitor -0.1, p97 ATPase inh -4.2, thrombin 1536 1.0, KLK5 inh 19.8, FXIIa inh 1536 26.1, Wee1 stabilizer 9.6*, Cl transport mod 0.621, Furin inhibitor -10.1 and FXIa inh 30.4.
Screening Cc1nc(NC(=O)c2ccccc2)sc1-c1csc(NCCc2ccccc2)n1 returned PERK inhibitor -1.8, p97 ATPase inh -4.0, thrombin 1536 1.9, KLK5 inh -12.5, FXIIa inh 1536 13.4, Wee1 stabilizer 3.0, Furin inhibitor -11.0[20 µM] and FXIa inh -1.3.
Screening O=C(C1CCCN(S(=O)(=O)c2ccc(F)cc2)C1)N1CCCC1 (stereo unspecified) returned PERK inhibitor -0.4, p97 ATPase inh 0.5, thrombin 1536 1.6, KLK5 inh -28.1, FXIIa inh 1536 8.5, Wee1 stabilizer 0.2, Cl transport mod 0.813, Furin inhibitor -22.6 and FXIa inh 0.5.
`Nc1cccnc1-n1nc(C(F)(F)F)cc1C(F)(F)F` gave PERK inhibitor 0.9, p97 ATPase inh 1.8, thrombin 1536 -2.1, KLK5 inh -1.2, FXIIa inh 1536 9.2, Wee1 stabilizer 0.3, Cl transport mod 0.288, Furin inhibitor -21.9 and FXIa inh -4.4.
`CC(C)(C)NC(=O)NC(=O)CN1CCN(c2ccccc2)CC1` gave PERK inhibitor 1.3, p97 ATPase inh 7.0, thrombin 1536 0.4, KLK5 inh 1.2, FXIIa inh 1536 3.8, Wee1 stabilizer -2.8, Cl transport mod 0.308, Furin inhibitor -14.1 and FXIa inh 1.9.
For O=C(CCCN1C(=O)c2ccccc2C1=O)Nc1ccccn1 the results were PERK inhibitor 0.3, p97 ATPase inh 7.7, thrombin 1536 -4.6, KLK5 inh -2.2, FXIIa inh 1536 2.3, Wee1 stabilizer -2.3, Furin inhibitor -10.1[20 µM] and FXIa inh 2.9.
Screening Cc1ccc(/C=N/N2CCN(c3ccc(Cl)cc3)CC2)o1 returned PERK inhibitor 0.7, p97 ATPase inh -3.1, thrombin 1536 -2.1, KLK5 inh -17.2, FXIIa inh 1536 5.4, Wee1 stabilizer 0.5, Cl transport mod 0.546, Furin inhibitor -9.0 and FXIa inh 2.2.
COc1ccc(Nc2cc(C)nc(-n3nc(C)cc3C)n2)cc1 was read as PERK inhibitor -1.6, p97 ATPase inh -5.5, thrombin 1536 -6.7, KLK5 inh -5.8, FXIIa inh 1536 7.2, Wee1 stabilizer -3.3, Cl transport mod 0.814, Furin inhibitor 0.6 and FXIa inh -2.6.
For COc1ccc(C)cc1N(C(=O)c1cccc(F)c1)c1nc2ccccc2s1 the results were PERK inhibitor 0.0, p97 ATPase inh -1.4, thrombin 1536 -6.4, KLK5 inh -4.8, FXIIa inh 1536 -1.4, Wee1 stabilizer -2.0, Cl transport mod -0.929, Furin inhibitor -12.5 and FXIa inh 1.5.
Screening CCN(c1ccccc1)S(=O)(=O)c1ccc(NC(=S)NC(=O)c2ccc(Br)o2)cc1 returned PERK inhibitor -0.8, p97 ATPase inh 2.3, thrombin 1536 -4.0, KLK5 inh -0.9, FXIIa inh 1536 10.6, Wee1 stabilizer -1.7, Cl transport mod 20.2*, Furin inhibitor -10.4 and FXIa inh 3.7.
For CCOC(=O)N1CCN(C(=O)CN(c2ccccc2OC)S(=O)(=O)c2ccc(C)cc2)CC1 the results were PERK inhibitor -0.2, p97 ATPase inh 3.2, thrombin 1536 0.9, KLK5 inh -1.8, FXIIa inh 1536 12.0, Wee1 stabilizer -3.7, Cl transport mod 0.294, Furin inhibitor -5.3 and FXIa inh -0.8.
`N#CC1=C(c2ccc(-c3ccccc3)cc2)COC1=O` gave PERK inhibitor -0.4, p97 ATPase inh -2.3, thrombin 1536 0.5, KLK5 inh 14.4, FXIIa inh 1536 9.0, Wee1 stabilizer 1.4, Cl transport mod -0.051, Furin inhibitor -21.5 and FXIa inh -0.8.
For O=C1CC(Sc2ccc(Cl)cc2)C(=O)N1Cc1ccncc1 (stereo unspecified) the results were PERK inhibitor 0.9, p97 ATPase inh 3.6, thrombin 1536 -1.9, KLK5 inh -0.6, FXIIa inh 1536 5.9, Wee1 stabilizer -1.8, Cl transport mod 0.0487, Furin inhibitor -13.3 and FXIa inh -0.5.
`O=C(Nc1ccccc1)C(=O)Nc1ccccn1` gave PERK inhibitor 1.4, p97 ATPase inh -23.7, thrombin 1536 -12.3, KLK5 inh -2.8, FXIIa inh 1536 -2.2, Wee1 stabilizer -0.8, Furin inhibitor -20.4 and FXIa inh -8.6.
For CN(C)CC(O)COc1ccc(-c2ccc(C#N)cc2)cc1 (stereo unspecified) the results were PERK inhibitor 0.2, p97 ATPase inh -0.9, thrombin 1536 -2.7, KLK5 inh -11.0, FXIIa inh 1536 -15.5, Wee1 stabilizer 3.4, Furin inhibitor -1.8[20 µM] and FXIa inh -16.6.
For OC(COCC1COc2ccccc2O1)CN1CCN(c2ccc(F)cc2)CC1 (stereo unspecified) the results were PERK inhibitor 0.1, p97 ATPase inh -0.7, thrombin 1536 -6.2, KLK5 inh -10.0, FXIIa inh 1536 8.8, Wee1 stabilizer -2.4, Cl transport mod 0.0678, Furin inhibitor -20.5 and FXIa inh 6.3.
For COc1cc2c(c(OC)c1OC)-c1c(cc(OC)c(OC)c1OC)C[C@](C)(O)[C@@H](C)C2 the results were thrombin 1536 -1.6, KLK5 inh 0.4, FXIIa inh 1536 7.8, Cl transport mod 0.0659, Furin inhibitor -25.8 and FXIa inh 3.5.
Screening CC(C)COc1ccc(C(=O)Nc2sc3c(c2C(=O)O)CC(C)(C)OC3)cc1 returned PERK inhibitor 1.4, p97 ATPase inh 3.2, thrombin 1536 -7.0, KLK5 inh 6.0, FXIIa inh 1536 6.6, Wee1 stabilizer -1.4, Cl transport mod -1.74, Furin inhibitor -29.8 and FXIa inh 0.3.
`COc1ccc(-c2nc3ccc([N+](=O)[O-])cc3[nH]2)cc1` gave PERK inhibitor 0.9, p97 ATPase inh -4.1, thrombin 1536 -3.0, KLK5 inh -11.7, FXIIa inh 1536 6.3, Wee1 stabilizer 1.0, Cl transport mod -0.0625, Furin inhibitor -2.1 and FXIa inh 1.8.
For CCCCOC(=O)CCc1c(C)n[nH]c1C the results were PERK inhibitor 0.1, p97 ATPase inh 6.5, thrombin 1536 -1.2, KLK5 inh 1.9, FXIIa inh 1536 7.8, Wee1 stabilizer 11.8*, Cl transport mod 0.335, Furin inhibitor -18.7 and FXIa inh 4.6.
For O=C(O)C1CC(=O)N(c2ccc(Br)cc2)C1 (stereo unspecified) the results were PERK inhibitor 0.6, p97 ATPase inh 1.6, thrombin 1536 -10.1, KLK5 inh -0.1, FXIIa inh 1536 -1.2, Wee1 stabilizer 1.0, Furin inhibitor -17.4[20 µM] and FXIa inh -6.6.
`Cc1c(Cl)cccc1NC(=S)NNc1ncc(C(F)(F)F)cc1Cl` gave PERK inhibitor -0.5, p97 ATPase inh -0.9, thrombin 1536 0.5, KLK5 inh -227.2, FXIIa inh 1536 18.3, Wee1 stabilizer 1.3, Cl transport mod 5.5*, Furin inhibitor -23.1[20 µM] and FXIa inh 4.2.
COc1cc(C(=O)OCC(=O)Nc2cc(C)on2)ccc1OCc1ccccc1Cl was read as PERK inhibitor 0.1, p97 ATPase inh 9.8, thrombin 1536 -3.8, KLK5 inh -7.8, FXIIa inh 1536 -1.1, Wee1 stabilizer 2.2, Furin inhibitor -19.7 and FXIa inh -6.2.
COc1ccc(C2C(C(=O)N3CCCC3)c3cc(OC)c(OC)cc3C(=O)N2C)cc1 (stereo unspecified) was read as PERK inhibitor 0.2, p97 ATPase inh -3.0, thrombin 1536 -5.1, KLK5 inh -1.7, FXIIa inh 1536 6.1, Wee1 stabilizer 2.3, Cl transport mod 1.53, Furin inhibitor -13.7[20 µM] and FXIa inh 7.0.
Screening COC(=O)c1cc2ccccc2oc1=O returned PERK inhibitor 0.9, p97 ATPase inh 2.9, thrombin 1536 -6.4, KLK5 inh 18.4, FXIIa inh 1536 2.6, Wee1 stabilizer 1.9, Cl transport mod -0.31, Furin inhibitor -11.3[20 µM] and FXIa inh -6.3.
O=c1[nH]c(CCC2CCCC2)nc2ccccc12 was read as PERK inhibitor -0.9, p97 ATPase inh -0.4, thrombin 1536 -10.2, KLK5 inh -18.6, FXIIa inh 1536 4.6, Wee1 stabilizer -1.2, Cl transport mod -0.807, Furin inhibitor -10.3 and FXIa inh -3.2.
CCc1ccnc(NC(=O)NS(=O)(=O)c2ccc(C)cc2)c1 was read as PERK inhibitor 0.2, p97 ATPase inh 4.6, thrombin 1536 2.1, KLK5 inh 1.3, FXIIa inh 1536 3.4, Wee1 stabilizer -1.3, Cl transport mod 0.951, Furin inhibitor -14.4 and FXIa inh 3.5.
